# From PubChem BioAssay
# Granule exo inh = lytic granule exocytosis inhibition | inhibition, % at 10 µM | actives 0.66% (n = 360,000) | TALL-104 LAMP-1 surface exposure, flow cytometry; cells stimulated with thapsigargin and PMA | AID 651702;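 active = inhibition above about 55%, limit read from the data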
# TLR9-MyD88 block = inhibitors of human TLR9-MyD88 binding; inhibition, % at 4.98 µM; Q9NR96+Q99836; actives 0.21% (n = 340,000); AID 504734; CHO BLA complementation TLR9-MyD88, CCF4 FRET ratio;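 active = inhibition above the mean over all tested compounds plus 3 SD, cut at about 21% in these data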;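 also: 0% = DMSO only wells and 100% = clavulanate BLA inhibitor control wells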
# MC4R barr agon = human MC4R agonism via beta-arrestin; P32245; U2OS MC4R beta-arrestin complementation, luminescence; percent of melanotan II response, DMSO zero; activation, % at 8.9 µM; actives 0.98% (n = 360,000); AID 540308;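 active = activation above a per-plate cutoff, the mean activation of sample wells on that plate plus 3 SD, cut at about 8% in these data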
# Glyco luc inh = N-linked glycosylation inhibition. D54 ERlucT glycosylation luciferase reporter, 24 h; percent of 100 nM tunicamycin response. reporter increase, % at 12.5 µM. actives 0.23% (n = 360,000). AID 588692;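 active = mean luciferase reporter signal, scaled so untreated is 0 and the glycosylation-blocking control 100, at or above a set limit in every replicate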;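 also: luciferase carries N-glycosylation sites so blocking glycosylation raises the light; 0% = median of neutral control wells and 100% = median of 100 nM tunicamycin wells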
# MC4R antagonist = human MC4R antagonism in cAMP assay; P32245; MC4R-expressing cells, MTII-stimulated cAMP, LANCE TR-FRET; actives 0.48% (n = 360,000); AID 540295; inhibition, % at 6.5 µM;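 active = inhibition above its plate's cutoff, the mean of tested wells on that plate plus 3 SD, cut at about 29% in these data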;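 also: 0% = Melanotan II alone and 100% = Melanotan II plus saturating MCL0020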
#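 Material: U2OS-MC4R stable cell line | Reagent: Melanotan II challenge after compound preincubation | Doses: One concentration, 6.5 µM nominal | Incubation: 30-min compound preincubation, 1-h Melanotan II challenge, 1-h detection, room temperature | Signal: TR-FRET cAMP assay | Replicates: One well per compound, no replicates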
# ABCB6 inh MLPCN = inhibitors of human ABC transporter ABCB6; K562-ABCB6 porphyrin accumulation, flow cytometry, 1 h; stronger effect = lower value; fluorescence ratio to DMSO, % at 10 µM; actives 0.19% (n = 360,000); AID 602162;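 active = fluorescence ratio to DMSO below 75%, the collection mean minus 3 SD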;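 also: signal is porphyrin accumulated inside mitochondria; 100% equals median channel fluorescence of DMSO control wells; lower ratio means ABCB6 inhibition with less porphyrin fluorescence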
# NOD2-RIPK2 inh = NOD2-RIPK2 protein interaction inhibition; inhibition, % at 4.98 µM; CHO BLA complementation NOD2-RIPK2, CCF4 ratio; O43353; actives 0.38% (n = 360,000); in the data active = inhibition above about 21%;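 also: 0% = vehicle only and 100% = reference blocker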
# Vif inh = blocks HIV Vif function; HEK293T cells, Vif self-association by quenched fluorescence, imaging, 24 h; inhibition, % at 7.49 µM; actives 0.35% (n = 340,000); AID 602346; in the data active = inhibition above about 50%, passing the limit was not always enough; also: some results filed as inactive read as strong as hits
# aDG glyco act = alpha-DG glycosylation activation; Pro5-aDG cells, alpha-DG glycosylation AlphaScreen (IIH6); 0% Pro5, 100% B10-LARGE cell signal; activation, % at 10 µM; actives 0.22% (n = 360,000);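 active = activation of at least 8% versus controls, or a plate z-score of at least 8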;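 also: Pro5 are CHO cells carrying HIG-tagged alpha-DG that lacks glycosylation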
# ABHD5 PLIN5 PPI = ABHD5-PLIN5 protein interaction inhibition; Split G. princeps luciferase complementation, luminescence, 4 h; inhibition, % at 4 µM; actives 0.78% (n = 360,000);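 active = inhibition above the mean inhibition across every tested compound plus 3 SD, cut at about 22% in these data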;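 also: 0% = DMSO only wells and the 100% control is not disclosed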
# Target sequence (Q00G26 whole entry, looked up): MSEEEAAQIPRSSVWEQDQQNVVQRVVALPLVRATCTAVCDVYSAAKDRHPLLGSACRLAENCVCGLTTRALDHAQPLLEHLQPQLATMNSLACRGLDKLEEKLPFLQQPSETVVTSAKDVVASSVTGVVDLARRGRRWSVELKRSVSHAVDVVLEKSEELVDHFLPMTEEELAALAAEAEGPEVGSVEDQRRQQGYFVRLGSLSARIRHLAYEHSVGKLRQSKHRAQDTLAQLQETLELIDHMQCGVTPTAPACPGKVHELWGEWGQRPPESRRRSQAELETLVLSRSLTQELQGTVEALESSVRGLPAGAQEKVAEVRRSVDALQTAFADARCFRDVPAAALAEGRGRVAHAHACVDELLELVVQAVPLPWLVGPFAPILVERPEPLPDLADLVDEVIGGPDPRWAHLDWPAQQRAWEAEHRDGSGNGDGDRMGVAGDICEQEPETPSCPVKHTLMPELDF
# Target sequence (Q8WTS1 whole entry, looked up): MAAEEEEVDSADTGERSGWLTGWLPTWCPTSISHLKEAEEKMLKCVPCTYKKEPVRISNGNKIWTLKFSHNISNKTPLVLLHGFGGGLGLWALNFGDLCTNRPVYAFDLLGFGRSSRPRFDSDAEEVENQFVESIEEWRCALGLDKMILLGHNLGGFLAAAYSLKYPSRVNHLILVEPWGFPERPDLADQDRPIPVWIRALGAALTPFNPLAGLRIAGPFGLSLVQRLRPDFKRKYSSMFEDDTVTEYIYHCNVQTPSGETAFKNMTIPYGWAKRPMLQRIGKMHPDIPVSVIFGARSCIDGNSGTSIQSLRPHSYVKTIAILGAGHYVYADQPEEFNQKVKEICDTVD
# Numbers without * were called inactive; . = no result given. A portion of the library. The share of hits here may be higher or lower than overall.
nr	Granule exo inh	TLR9-MyD88 block	MC4R barr agon	Glyco luc inh	MC4R antagonist	ABCB6 inh MLPCN	NOD2-RIPK2 inh	Vif inh	aDG glyco act	ABHD5 PLIN5 PPI	compound
1	-1.6	-5.3	-0.9	1.2	-2.2	96.0	-0.2	.	0.0	-6.3	Cc1cccc(-n2cnc(C(=O)N/N=C/c3ccccc3)c2)n1
2	-7.9	7.4	-0.8	11.4	-0.9	95.0	-7.3	9.1	0.0	0.4	COc1cc(/C=C/C(=O)NCc2nc3ccccc3[nH]2)cc(OC)c1OC
3	2.2	5.6	-1.8	-3.9	20.9	101.0	-3.9	-6.0	0.4	-4.0	COc1ccc(CCN(C)C(=O)c2cc(S(=O)(=O)NCc3ccccc3)ccc2C)cc1OC
4	1.5	1.3	-2.2	1.1	7.9	93.0	-9.2	0.6	0.4	0.8	C=CCNc1nnc(Sc2ncccc2[N+](=O)[O-])s1
5	0.6	-2.3	-1.9	-1.0	1.9	101.0	-3.3	7.9	-0.2	-2.2	CN1CCC(=NNC(=O)CN(c2ccccc2)S(=O)(=O)c2ccccc2)CC1
6	4.2	.	-4.0	1.1	3.8	109.0	-8.2	-4.9	0.4	4.9	COCCOC(=O)C1=C(C)NC(=O)NC1c1ccco1 (stereo unspecified)
7	0.2	-4.6	-0.4	-4.7	-0.5	98.0	-5.8	-1.4	0.1	-1.6	Cc1nc2ccc(-c3nc4ccccc4[nH]3)cc2[nH]1
8	-2.6	0.0	-3.2	1.0	1.3	97.0	1.1	6.3	0.0	-4.5	Cc1csc(=O)n1CC(=O)OCC(=O)c1ccc(Br)cc1
9	-1.1	-3.5	-0.5	-2.8	2.9	94.0	4.5	-8.4	-0.1	-8.1	O=C(COc1ccc(S(=O)(=O)NC2CCCCC2)cc1)NC1CCCCC1
10	-3.7	7.6	-1.8	3.4	0.8	109.0	2.3	4.7	2.6	-6.0	O=C(CN1C(=O)/C(=C\c2ccco2)SC1=S)Nc1ccc(O)cc1C(=O)O

# Next part, overlapping the part above by two compounds.
nr	Granule exo inh	TLR9-MyD88 block	MC4R barr agon	Glyco luc inh	MC4R antagonist	ABCB6 inh MLPCN	NOD2-RIPK2 inh	Vif inh	aDG glyco act	ABHD5 PLIN5 PPI	compound
9	-1.1	-3.5	-0.5	-2.8	2.9	94.0	4.5	-8.4	-0.1	-8.1	O=C(COc1ccc(S(=O)(=O)NC2CCCCC2)cc1)NC1CCCCC1
10	-3.7	7.6	-1.8	3.4	0.8	109.0	2.3	4.7	2.6	-6.0	O=C(CN1C(=O)/C(=C\c2ccco2)SC1=S)Nc1ccc(O)cc1C(=O)O
11	-0.9	-11.9	-1.5	1.2	-1.9	95.0	-10.3	13.8	-0.1	-2.6	NC(=O)C1CCN(C(=O)c2cc(-c3ccccc3Cl)nc3ccccc23)CC1
12	-1.4	7.3	17.8*	-1.5	9.7	103.0	-0.8	7.5	0.9	1.0	Cc1ccc(C2=NN(C(=O)c3cccs3)C(c3ccccc3O)C2)cc1 (stereo unspecified)
13	0.6	.	-1.2	1.6	-0.1	104.0	-3.0	.	-0.1	-0.5	COc1c(C)cc(C(O)c2ncc(-c3ccccc3)[nH]2)cc1C (stereo unspecified)
14	9.9	-1.5	1.9	-4.8	3.4	95.0	4.1	.	1.5	6.8	O=C(/C=C/c1ccc(Cl)cc1Cl)Nc1ccncc1
15	-10.7	1.2	-0.3	-0.6	9.5	97.0	6.4	-1.7	0.0	-7.2	Cn1c(C(=O)O)cc2cc(Oc3ccccc3)ccc21
16	-3.4	-8.7	0.9	-1.9	-1.9	91.0	-16.9	3.0	-0.2	-1.7	O=C(Nc1ccc(F)c(F)c1)c1ccccc1
17	3.1	-0.1	0.1	0.3	-3.7	94.0	-15.7	-8.9	0.2	7.8	COc1ccc(-c2csc(NC(=O)CSc3n[nH]c(C)n3)n2)cc1
18	3.0	-3.0	-1.1	1.6	2.7	96.0	-4.2	-5.5	-0.1	3.3	Cc1ccc(-c2cc(C)nc3ncnn23)cc1
19	3.0	3.0	-2.4	1.8	14.3	95.0	-5.7	-0.6	-0.2	-4.2	S=c1[nH]nc(Cc2ccc(Br)cc2)n1/N=C/c1ccc(Cl)cc1
20	-1.7	3.3	-0.5	2.6	24.7	97.0	-3.0	2.2	-0.2	-0.1	CC1(C)Cc2c(sc(NC(=O)C3CC(Cl)=CCC3C(=O)O)c2C#N)CO1 (stereo unspecified)
21	3.0	-11.3	-1.6	1.5	-3.6	97.0	-4.9	6.0	-0.1	2.1	Nc1cccc(Oc2cnccn2)c1
22	-6.1	4.7	1.7	1.9	-8.8	94.0	-22.9	4.8	-0.2	-4.4	C[C@]12CC[C@@H]3c4ccc(O)cc4CC[C@H]3[C@@H]1CCC2=O
23	3.1	-5.4	36.0*	-4.8	5.7	93.0	4.7	3.6	0.6	-4.9	OC(CNCCc1ccc(C(F)(F)F)cc1)COC(c1ccccc1)c1ccccc1 (stereo unspecified)
24	-5.0	.	-1.7	0.7	4.9	103.0	0.2	-0.4	-0.2	-3.0	CC1(C(=O)NS(=O)(=O)C2CC2)CCCN(C(=O)Cc2ccc3ccccc3c2)C1 (stereo unspecified)
25	-1.7	1.7	0.2	-0.1	10.1	92.0	9.3	-1.3	0.2	3.4	C=CCOC(=O)C1=C[C@H](C2CC2)[C@@H](CCCO)[C@H](OCC)O1
26	-7.1	-8.1	0.0	-2.0	1.0	97.0	-0.1	-0.2	0.2	-0.8	Cc1n[nH]c(C)c1CCCCOc1ccc([N+](=O)[O-])cc1
27	12.1	-17.5	-0.8	0.2	8.6	95.0	-1.3	-2.8	0.0	-3.0	Cc1onc(-c2c(Cl)cccc2Cl)c1C(=O)ONC(=O)c1cc(C(F)(F)F)cc(C(F)(F)F)c1
28	-8.7	3.4	-0.2	-0.7	1.7	95.0	-0.9	2.9	-0.1	9.3	COc1ccc(NC(=O)Cc2nnc(SCC(=O)c3ccccc3)n2C)cc1
29	7.8	-2.8	-0.5	0.9	9.6	95.0	-7.0	-2.4	0.1	-2.0	O=C1NC(=O)C2(CCCC2)N1
30	42.8	0.3	5.8	-9.6	12.7	104.0	-14.0	-6.2	0.0	-0.2	FC(F)(F)C(Oc1nc(Nc2ccc(Cl)cc2)nc(N2CCOCC2)n1)C(F)(F)F
31	-15.2	2.4	-0.7	4.1	-2.6	101.0	2.5	16.5	1.0	-0.1	Cc1ccc(CSC2=Nc3ccccc3C3=NC(=O)CN23)cc1
32	-2.6	1.3	-1.0	0.4	0.6	94.0	-2.1	5.9	0.2	-3.6	Cc1ccc2nc(C3CCCN3Cc3nc(CCC(C)C)no3)[nH]c2c1 (stereo unspecified)
33	-1.5	2.7	-2.1	-0.6	0.9	98.0	5.6	8.1	-0.1	-7.2	Cc1nn(CC(=O)O)c2ccccc12
34	0.7	-7.4	1.7	-1.6	3.3	91.0	-1.6	0.6	-0.2	-4.2	COc1cc(O)c(C(CC(=O)N2CCN(c3ccccc3)CC2)c2ccc3c(c2)OCO3)c(OC)c1 (stereo unspecified)
35	0.9	-15.4	0.8	2.7	10.4	95.0	-16.7	2.4	-0.3	1.6	Cc1cc(=O)n2c(n1)SCOC2
36	15.6	0.3	-0.7	-0.5	-4.7	101.0	11.2	-1.0	0.1	-2.9	CCN(CC)CCN(C)Cc1nc(C(c2ccccc2)c2ccccc2)no1
37	-2.6	3.2	-4.0	12.3	11.1	95.0	4.0	2.0	-0.1	34.6*	COc1cc(/C=C(/C(=O)c2cccs2)c2nc3ccccc3[nH]2)ccc1O
38	1.9	2.8	-4.3	1.5	-4.2	96.0	4.6	2.3	-0.2	-2.6	CN(O)C(=O)Nc1ccc([N+](=O)[O-])cc1
39	-7.1	1.9	-0.3	-0.2	2.7	100.0	2.6	-1.9	0.0	-5.1	COc1cccc(NC(=O)C/C(C)=N/NC(=O)C2CCCCC2)c1
40	9.8	8.0	-0.7	-2.2	-2.7	99.0	-10.9	-13.7	1.5	6.3	CCCCc1cc(=O)oc2cc(OCC(=O)N(CC)CC)c(Cl)cc12
41	11.0	-1.0	-1.5	-0.4	1.6	96.0	1.1	-3.0	0.2	3.5	CCC(C)N1CCN(S(=O)(=O)c2ccc3ccccc3c2)CC1 (stereo unspecified)
42	-1.9	2.9	2.7	-2.4	-0.6	98.0	-10.3	2.2	0.0	2.6	CCOC(=O)c1sc(NC(=O)c2ccc3ncsc3c2)nc1C
43	-3.2	2.2	-0.2	-1.8	0.8	99.0	2.7	.	0.5	1.7	Cc1c(C(=O)NCc2cccnc2)sc2nc(-c3ccccc3)cn12
44	0.6	-3.8	-3.0	0.1	-2.2	95.0	5.1	-5.7	0.0	1.5	O=C(CSc1ncccn1)NC(=O)NCc1ccco1
45	1.4	-0.5	0.2	-3.3	5.4	99.0	7.8	5.5	0.0	-3.2	COC(=O)c1cc(NC(=O)CN(c2ccc(OC)cc2)S(=O)(=O)c2ccc(F)cc2)ccc1Cl
46	-1.6	6.0	0.2	-0.4	8.9	100.0	-1.0	-4.4	-0.1	2.7	COCCCNC(=O)C1CCC(CNS(=O)(=O)c2ccc3c(c2)CC(C)N3C(=O)C2CC2)CC1 (stereo unspecified)
47	0.8	-22.0	-0.3	1.9	7.0	103.0	3.6	19.1	-0.1	9.2	CC1=C(C(=O)N(C)C)C(c2cccs2)NC(=O)N1 (stereo unspecified)
48	3.9	4.4	-0.2	-1.9	-7.2	96.0	-7.1	-1.1	0.0	2.3	COc1cc(NC(=O)COC(=O)/C=C/c2c(C)nn(-c3ccc(F)cc3)c2Cl)cc(OC)c1
49	7.9	-4.1	0.3	3.7	0.2	91.0	1.0	3.4	-0.1	2.4	Cc1nc(-c2ccc(Cl)cc2)sc1C1(C)CC(c2ccc(Cl)cc2)=NO1 (stereo unspecified)
50	7.3	2.1	-0.2	-3.5	20.6	95.0	-9.7	-4.3	-0.1	-5.8	CC(C)Oc1ccc(C(=O)OCC(=O)NC2CCCCCC2)cc1
51	4.1	-4.4	-2.5	4.2	-1.1	96.0	1.4	-10.7	-0.2	-1.5	Cc1nc(C(C)NC(=O)CCc2nnc(Cc3c[nH]c4ccccc34)o2)cs1 (stereo unspecified)
52	2.1	8.0	1.8	0.5	-6.5	102.0	-6.9	2.9	0.1	1.5	CN1C(=O)CC(Sc2ncccc2C(=O)O)C1=O (stereo unspecified)
53	-1.0	1.6	-1.1	1.1	1.7	100.0	3.9	.	0.2	2.3	Cc1ccc(S(=O)(=O)NCc2cccnc2)s1
54	-0.9	.	-1.4	-0.9	2.4	100.0	7.9	-8.2	-0.3	9.3	Cc1ccc(-c2c(C(=O)Nc3ccccc3C)c(C)[nH]c(=S)c2C#N)o1
55	2.0	-12.0	0.2	0.9	-3.0	94.0	2.4	.	0.0	-6.7	COc1ccc(S(=O)(=O)N2CCOCC2)cc1N(C)S(=O)(=O)c1ccc(C)cc1
56	1.3	-7.6	0.8	-1.4	-1.6	99.0	-8.3	2.7	0.1	-3.5	C/C(CC(=O)NCc1ccco1)=N\NC(=O)COc1ccc(C)cc1
57	-2.9	3.5	-0.1	-2.8	1.5	96.0	-16.2	9.7	0.0	2.7	Cc1ccc(N2C(=O)C(O)(C(F)(F)F)C3=C2CC(C)(C)CC3=O)cc1C (stereo unspecified)
58	-3.5	-7.5	0.3	-0.4	5.3	102.0	-11.7	-2.4	-0.1	0.6	Cc1ccccc1C(=O)N1CCC(C(=O)Oc2ccc(C#N)cc2)CC1
